# Yeast superoxide: reduction of superoxide in aged yeast, primary screen, HTS | hit rate 0.18% among 330,000 | S. cerevisiae aged cells, superoxide DHE fluorescence; hits give low values | superoxide response (% of plate mean), % at 10 µM;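 active = superoxide response under a set limit, about three screen SD below normal, cut at about 65% in these data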;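 note: yeast aged for seven days with compound at 30 °C before DHE staining; 100% = average MFI of all compound-treated wells on the plate with controls excluded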
# GLD-1 TGE inh: GLD-1/TGE RNA complex disruptors, primary screen, biochemical, fluorescence polarization; Female germline-specific tumor suppressor gld-1 (Caenorhabditis elegans), Q17339; purified GLD-1 + fluorescein TGE RNA; inhibition, % at 5.96 µM; hit rate 0.44% among 320,000; AID 2280, 2010;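 active = percent inhibition above a per-plate cutoff, the plate mean of test compounds plus 3 SD, cut at about 30% in these data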;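 note: 0% = DMSO wells with GLD-1 and probe and 100% = wells lacking GLD-1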
# Target sequence (Q17339 whole entry, looked up): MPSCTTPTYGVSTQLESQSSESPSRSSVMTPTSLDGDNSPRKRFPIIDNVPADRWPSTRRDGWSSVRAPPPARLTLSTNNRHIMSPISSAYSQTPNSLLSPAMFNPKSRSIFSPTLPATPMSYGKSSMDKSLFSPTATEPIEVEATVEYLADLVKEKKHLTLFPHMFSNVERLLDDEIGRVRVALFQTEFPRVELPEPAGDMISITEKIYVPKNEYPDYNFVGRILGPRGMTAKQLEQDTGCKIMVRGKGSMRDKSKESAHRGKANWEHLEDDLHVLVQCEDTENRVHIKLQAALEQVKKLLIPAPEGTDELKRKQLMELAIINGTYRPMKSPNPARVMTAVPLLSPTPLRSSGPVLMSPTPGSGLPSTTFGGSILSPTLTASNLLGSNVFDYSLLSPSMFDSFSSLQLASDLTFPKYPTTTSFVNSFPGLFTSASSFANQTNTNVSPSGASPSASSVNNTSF
# MEX-5 binding: MEX-5 zinc finger RNA-binding disruptors – biochemical, C. elegans, fluorescence polarization, MLPCN library, primary screen. hit rate 0.38% among 300,000. Zinc finger protein mex-5 (Caenorhabditis elegans), Q9XUB2. MEX-5/FITC-TCR2 RNA binding; hits give low values. AID 1832, 2009. activity score (negative = inhibition of binding), % at 10 µM;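 active = inhibition past about -25% in most replicates, and total fluorescence under double the plate's negative control median, limit read from the data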;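 note: 0% = DMSO and -100% = 5 µM competing unlabeled TCR2 RNA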
# Fam108B inh: mouse Fam108B serine hydrolase inhibitors, primary screen, counter-screen for RBBP9 inhibitor project, biochemical, fluorescence polarization; recombinant Fam108B, FP-Rh probe fluorescence polarization; inhibition, % at 9.51 µM; hit rate 0.33% among 300,000;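 active = inhibition above the screen mean inhibition plus 3 SD, computed separately per campaign, cut at about 18% in these data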;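 note: inhibitors lower polarization as less probe binds the enzyme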
# Efflux pump mplx: inhibitors of Candida efflux pumps in yeast, primary screen, S. cerevisiae, Nile Red, multiplex | S. cerevisiae Candida pump triplex | inhibition, % at 10 µM | hit rate 0.44% among 330,000;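 active = plate passing quality check with inhibition over a set limit, or well fluorescence over plate mean plus 4 SD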;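 note: Nile Red retained in pooled yeast measured as flow cytometry median fluorescence; 0% = buffer negative control and 100% = Enniatin B positive control; higher means more Nile Red kept so more efflux inhibition; some compounds called inactive have numbers as strong as hits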
# MCL1 BIM primary: inhibitors of MCL1 binding to BIM-BH3, primary screen, biochemical, fluorescence polarization | GST-MCL1 / FITC-Bim-BH3 fluorescence polarization | inhibition, % at 10.9 µM | hit rate 0.68% among 320,000;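 active = inhibition above the mean inhibition of all tested compounds plus 3 SD, set per campaign, cut at about 40% in these data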;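 note: 0% = DMSO wells and 100% = unlabeled Bim-BH3 peptide control; higher means more loss of mP so more displacement of Bim peptide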
# BCLXL inh: inhibitors of human Bcl-xL, primary screen, biochemical, fluorescence polarization, HTS. Bcl-2-like protein 1 (Homo sapiens), Q07817. GST-Bcl-xL / FITC-Bim BH3 peptide fluorescence polarization. inhibition, % at 10.9 µM. hit rate 0.7% among 320,000;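 active = inhibition above the mean of all tested compounds plus 3 SD, cutoff set per campaign, cut at about 30% in these data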;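 note: 0% = DMSO wells and 100% = unlabeled Bim-BH3 peptide competitor; inhibitors lower millipolarization by displacing the labeled peptide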
# Target sequence (Q07817 whole entry, looked up): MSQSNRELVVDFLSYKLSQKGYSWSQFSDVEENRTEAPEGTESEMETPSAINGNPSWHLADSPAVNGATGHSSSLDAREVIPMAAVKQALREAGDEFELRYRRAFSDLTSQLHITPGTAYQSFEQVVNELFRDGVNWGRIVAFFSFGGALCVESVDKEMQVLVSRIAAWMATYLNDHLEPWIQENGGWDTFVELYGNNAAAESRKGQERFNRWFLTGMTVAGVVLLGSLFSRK
# ZTA DNA inh: blocks Epstein-Barr virus ZTA, an EBNA-1 counter-screen; hit rate 0.15% among 320,000; inhibition, % at 11 µM; AID 2234; ZTA-DNA binding, fluorescence polarization; in the data active = inhibition above about 33%
# Target sequence (P03206 whole entry, looked up): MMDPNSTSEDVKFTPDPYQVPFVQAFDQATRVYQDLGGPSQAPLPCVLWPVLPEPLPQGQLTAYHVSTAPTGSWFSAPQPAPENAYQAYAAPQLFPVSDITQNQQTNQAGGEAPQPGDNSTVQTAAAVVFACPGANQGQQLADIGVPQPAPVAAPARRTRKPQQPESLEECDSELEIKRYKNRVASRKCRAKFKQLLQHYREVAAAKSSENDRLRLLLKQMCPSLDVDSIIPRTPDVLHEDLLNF
# EBNA-1 inhibitor: EBNA-1 DNA-binding inhibitors, primary screen, biochemical, fluorescence polarization | inhibition, % at 14.8 µM | hit rate 0.34% among 300,000 | AID 1950, 2009; in the data active = inhibition above about 28%
# Active calls of the source: *; · = no result given.
SMILES,Yeast superoxide,GLD-1 TGE inh,MEX-5 binding,Fam108B inh,Efflux pump mplx,MCL1 BIM primary,BCLXL inh,ZTA DNA inh,EBNA-1 inhibitor
COc1cc(C2NC(=O)NC(C)=C2C(=O)OCc2ccc(C)cc2)cc(OC)c1O (configuration not stated),102,8,-1.7,1,0.0,-7,-4,25,-7
N#Cc1c(Cl)nc(N/N=C/c2ccccc2)c(Cl)c1Cl,100,-3,1.2,5,0.1,4,-4,12,-4
CCOC(=O)c1cnc(-n2[nH]c(C)c(Cc3ccccc3)c2=O)[nH]c1=O,84,-9,-15,4,-0.2,29,5,5,0
CC(=O)c1c(C)[nH]c(C(=O)OCC(=O)c2ccc(C)s2)c1C,100,5,·,·,0.0,-5,-1,12,·
COC(=O)c1cc(=O)nc2sc(-c3ccc(F)cc3)nn12,108,-2,0.7,-3,0.1,12,7,9,-1
NC(=O)CSc1ncnc2c1cnn2Cc1ccccc1,96,4,-1.4,-4,0.0,14,6,-3,1
CC(C)NC(=O)C1CCN(Cc2cnn(-c3ccccc3)c2-n2cccc2)CC1,102,-4,2.6,4,0.3,-6,4,2,-1
COc1ccc(NC(=O)COC(=O)/C=C/c2ccccc2[N+](=O)[O-])cc1OC,104,4,2.6,3,-0.1,5,1,5,-9
CN(c1cccc(NS(=O)(=O)c2cccs2)c1)S(C)(=O)=O,94,5,1.3,3,-0.1,-5,5,-13,-7
O=C1CCC(C(=O)OCC(=O)N2N=C3/C(=C/c4ccccc4)CCCC3C2c2ccccc2)N1 (configuration not stated),103,-2,2.4,-1,0.1,-9,1,1,15
Cc1cc(C)n2nc(SCc3cccc(S(=O)(=O)N(C)C)c3)nc2n1,66,-2,0.2,5,-0.1,2,6,14,-1
COc1ccc(CC(=O)NNC(=O)c2ccc(NC(C)=O)cc2)cc1,107,7,-0.2,-6,-0.2,-3,3,-9,-12
COc1ccc(N2CC(C(=O)OCC(=O)NCc3ccccc3)CC2=O)cc1 (configuration not stated),101,0,2.0,-7,0.1,1,20,1,6
Cn1nnnc1SCCNCc1cccnc1,83,7,0.9,1,0.2,-4,2,4,3
O=C(c1ccc(-n2c(SCc3cccc(F)c3)nc3ccccc3c2=O)cc1)N1CCOCC1,98,-4,-1.3,3,-0.2,8,1,0,14
COc1cc(OC)cc(C(=O)NC(C(=O)Nc2ccc3nc(C)sc3c2)C(C)C)c1 (configuration not stated),97,6,·,·,-0.1,6,3,4,·
O=C1Nc2cc(Cl)ccc2C1(N1CCNCC1)C(F)(F)F (configuration not stated),115,-2,1.2,-4,-0.1,4,3,4,-9
O=C(CSc1n[nH]c(-c2cccs2)n1)NCc1cccs1,116,1,2.3,-1,-0.1,5,5,-13,-11
c1ccc(C2NCCc3ccccc32)cc1 (configuration not stated),107,-2,1.2,2,-0.1,3,7,5,-4
CCNc1nc(N)nc(-c2cc(Cl)ccc2OC)n1,106,-6,·,-2,0.0,-2,1,5,-1
O=C(CCC1CCCN(C(=O)c2ccoc2)C1)NCc1ccc(F)c(F)c1 (configuration not stated),80,-2,-0.6,-6,0.0,4,0,14,-5
O=C(c1ccco1)N1CCN(C/C=C/c2ccccc2)CC1,98,-4,1.4,-4,-0.1,0,7,-2,2
COc1cccc(-n2nnc3c(=O)n(Cc4cccc(C)c4)cnc32)c1,95,0,-0.9,-1,0.0,-4,0,-17,-10
COc1ccc(NC(=O)CSc2ccccc2)cc1S(=O)(=O)N1CCCCC1,99,4,0.3,-2,0.1,9,3,-6,8
CCCOC(=O)c1ccc(NC(=O)c2ccoc2C)cc1,101,-1,4.2,-1,0.0,-9,3,-3,-9
Cc1cccc(NS(=O)(=O)c2ccc(C)c(C(=O)NCc3ccncc3)c2)c1,100,-5,2.2,1,0.0,-3,-1,-2,4
Cc1ccc(S(=O)(=O)N(CC(=O)N2CCOCC2)c2ccccc2F)cc1,84,8,1.6,-1,-0.2,-4,-3,3,-1
CCOc1cc(C)cc2oc(=O)cc(-c3ccccc3)c12,99,5,-2.3,-3,0.0,-2,3,-4,-2
CC1(C)N=C(c2cccs2)C(C)(C)N1O,105,2,-1.5,-4,-0.2,3,5,-7,-7
O=C(NCCCN1CCOCC1)C(=O)N/N=C/c1ccc(F)cc1,106,-6,1.9,-1,-0.1,4,1,6,2
CC(C)N(C(=O)Cn1cc(S(=O)(=O)CC(=O)NCc2ccccc2)c2ccccc21)C(C)C,112,-2,-0.2,-1,0.1,4,1,4,9
C=CCc1cccc(/C=N/NC(=O)C(C)Nc2ccc(C)cc2)c1O (configuration not stated),96,8,-0.1,2,-0.2,2,0,6,9
COc1ccc(N2CCN(C(=O)COC(=O)COc3cc(C)cc(C)c3)CC2)cc1,104,1,1.8,-2,0.1,-5,2,8,-2
COc1cccc2c(=O)c3c([nH]c12)OC(C)(C)C3,99,1,·,3,0.0,-4,-1,-6,-5
COc1ccc(NC(=O)CN(C)CC(=O)c2[nH]c(C)c(C(C)=O)c2C)cc1,109,4,·,·,0.1,1,3,0,·
Cc1ccc(NS(=O)(=O)c2c(C)noc2C)cc1,88,-5,-0.3,-1,-0.1,2,3,2,-9
Cc1cc(=O)oc2cc(OCC(=O)NC3CC(C)(C)NC(C)(C)C3)ccc12,91,-2,-0.1,-2,-0.5,6,3,-5,10
COC(=O)C(NC(=O)CSc1nc(N)cc(=O)[nH]1)c1ccccc1 (configuration not stated),84,2,-1.4,-1,-0.1,5,0,0,5
COc1cc(C(C)=O)ccc1OCC(=O)Nc1ccc(C)c(S(=O)(=O)N2CCCCCC2)c1,80,2,·,·,-0.5,-3,-6,-10,·
Cc1cccc(N2C(=O)c3ccc(Br)cc3C2=O)n1,84,4,2.9,-3,-0.1,-5,6,7,-2
CCCCOC(=O)Nc1cc(Cl)ccc1C,99,-3,-0.6,-5,0.1,3,-1,-6,-8
O=C(COC(=O)CCC(=O)c1cccs1)Nc1ccc(S(=O)(=O)N2CCOCC2)cc1,100,6,0.5,1,0.0,-16,-2,14,3
Cc1ccc(-n2nc(C(=O)O)cc2-c2ccccc2Cl)cc1,84,4,-1.4,4,0.2,11,4,13,4
Nn1c(SCc2nc3ccccc3[nH]2)nnc1-c1ccccc1,92,-1,3.9,-2,0.1,-2,-3,0,14
Cc1ccc(CNC(=O)/C=C/c2cccs2)cc1,91,4,1.4,-4,1.5,6,6,0,-3
O=C(NCc1ccc2c(c1)OCO2)C1CCN(S(=O)(=O)N2CCCCC2)CC1,90,-3,0.3,4,0.0,0,-3,1,4
CC1CN(S(=O)(=O)c2cccc(C(=O)OC(C)C(=O)NC3CCCCC3C)c2)CC(C)O1 (configuration not stated),106,-11,-0.6,3,0.1,-4,5,7,-5
CCN(CC)C(=O)c1ccc(C)c(Br)c1,78,0,-1.5,0,0.1,1,5,3,-5
CCC(C)(C)n1nnnc1C(c1cccnc1)N1CCC(Cc2ccccc2)CC1 (configuration not stated),98,0,-0.8,1,0.0,5,4,-11,0
C=CCNC(=O)c1ccccc1NC(=O)Nc1ccccc1,104,2,-3.8,1,0.2,5,0,-1,2
CSc1ccc(CN(C)CCc2ccccn2)cc1,113,1,1.4,-1,-0.1,-2,4,-1,-8
Cc1nc(Cl)sc1C(=O)NC(C)c1ccc(Cl)cc1 (configuration not stated),97,-1,-1.4,1,0.1,-8,-5,0,1
COc1ccc(Br)cc1-c1noc(-c2ccccc2)n1,104,-9,-0.8,-6,0.0,-3,1,2,0
CCOC(=O)c1ccc2c(c1)[n+](CC)c(C)n2-c1ccccc1,92,-2,0.3,1,0.0,-22,-8,9,2
O=C(Cc1cccc(NC(=O)C2CCN(C(=O)C3CCCCC3)CC2)c1)Nc1cccc(C(=O)N2CCCC2)c1,92,-3,·,·,0.3,3,5,6,·
CN1CCN(c2ccc([N+](=O)[O-])cc2C(=O)N2CCCCC2)CC1,104,0,1.4,0,-0.1,-3,2,18,9
O=C(c1ccc2c(Cl)c3c(nc2c1)CCCC3)N1CCN(c2ccc(F)cc2)CC1,103,-1,2.5,6,0.1,-4,4,-8,-13
CC(C)c1cc(C(F)(F)F)n2nc(C(=O)Nc3ccc4c(c3)OCO4)cc2n1,92,6,0.6,-1,0.3,6,7,9,-13
COc1ccccc1CCN=C(N)NS(=O)(=O)c1ccccc1,97,-5,2.4,3,0.0,-4,0,18,3
Cc1ccc(S(=O)(=O)N2CCCOC2CNC(=O)C(=O)NCCC2=CCCCC2)cc1 (configuration not stated),98,1,2.2,2,0.3,0,-3,5,0

# Full records, quoted from the list.
# CCN(CC)C(=O)c1ccc(C)c(Br)c1 as listed: Yeast superoxide: 78; GLD-1 TGE inh: 0; MEX-5 binding: -1.5; Fam108B inh: 0; Efflux pump mplx: 0.1; MCL1 BIM primary: 1; BCLXL inh: 5; ZTA DNA inh: 3; EBNA-1 inhibitor: -5
# O=C1Nc2cc(Cl)ccc2C1(N1CCNCC1)C(F)(F)F (configuration not stated) as listed: Yeast superoxide: 115; GLD-1 TGE inh: -2; MEX-5 binding: 1.2; Fam108B inh: -4; Efflux pump mplx: -0.1; MCL1 BIM primary: 4; BCLXL inh: 3; ZTA DNA inh: 4; EBNA-1 inhibitor: -9

# Carrying on:
SMILES,Yeast superoxide,GLD-1 TGE inh,MEX-5 binding,Fam108B inh,Efflux pump mplx,MCL1 BIM primary,BCLXL inh,ZTA DNA inh,EBNA-1 inhibitor
CN(C)c1cccc2c1C(=O)c1ccccc1C2=O,153,14,-0.9,8,0.0,6,7,-10,1
COc1ccc(CCNc2cc(=O)[nH]c(N)n2)cc1,106,0,1.3,1,0.8,-7,-8,-10,-14
CCCC(=O)Nc1ccc(S(=O)(=O)Nc2cc(C)nc(C)n2)cc1,95,11,1.3,5,-0.1,-13,-2,-13,-15
Cn1c(-c2ccc3c(c2)OCO3)cnc1NCc1ccc(Cl)cc1,87,3,-3.0,-6,0.1,4,12,8,9
Cc1c(Cl)cccc1-n1c(SCC(=O)N2CCC(C(=O)O)CC2)nnc1-c1ccncc1,100,-7,0.4,-21,0.0,0,-4,1,-3
CCOC(=O)c1[nH]c(C)c(C(=O)NC2CCCC2)c1C,89,5,-4.0,-1,0.1,3,0,-13,1
c1ccc2nc(-c3ccc4c(c3)OCO4)ccc2c1,103,6,-1.9,-3,0.0,4,7,1,2
CCOC(=O)NC(=O)COC(=O)CNC(=O)c1cccc(OC)c1,103,2,0.5,1,0.2,-11,0,5,6
O=C(Nc1ccc(CN2CCOCC2)cc1)c1ccc(Br)o1,139,1,0.5,-3,1.7*,7,5,-21,-20
CCCCC(C(=O)NC(C)c1ccccc1)C(=O)NC(C)c1ccccc1 (configuration not stated),102,-1,2.8,-2,0.1,-1,2,3,2
COc1ccc(-n2c(C)cc(C(=O)NC3CCCCC3)c2C)cc1,92,0,-2.4,0,-0.2,5,7,-6,10
O=C(Nc1ccc(S(=O)(=O)N2CCc3ccccc32)cc1)c1ccc2c(c1)OCO2,123,5,-4.0,-45,-0.2,2,1,10,1
Cc1c(C(=O)NCCCN2CCOCC2)oc2ccc(S(=O)(=O)N3CCOCC3)cc12,101,6,-0.4,-3,-0.1,7,3,1,-1
COc1nc(-c2ccccc2)cc(C(F)(F)F)n1,126,9,-1.1,4,0.1,-4,0,-2,8
CCOC(=O)n1c(=O)oc2ccccc21,94,1,0.5,-4,0.0,-1,10,10,17

# This is a random part of the collection; 2.3% or so of the library scored in one or more.
